Source: PubChem (several laboratories)
VHR inh abs: blocks human VHR1 dual specificity phosphatase; P51452; recombinant VHR phosphatase, pNPP absorbance; inhibition, % at 13.3 µM; hit rate 0.52% among 290,000; in the data active means inhibition above about 50%; further: some compounds called inactive have numbers as strong as hits
Target sequence (P51452 whole entry, looked up): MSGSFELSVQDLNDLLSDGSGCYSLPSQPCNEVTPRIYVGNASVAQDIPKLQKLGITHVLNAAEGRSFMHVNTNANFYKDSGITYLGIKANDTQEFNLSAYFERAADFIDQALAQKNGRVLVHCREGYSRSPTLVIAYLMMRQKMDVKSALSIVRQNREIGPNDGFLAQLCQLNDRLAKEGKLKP
Mtb BioA inh: inhibitors of Mycobacterium tuberculosis BioA enzyme; purified M. tuberculosis BioA enzyme, plate reader; inhibition, % at 9.99 µM; hit rate 0.096% among 360,000; in the data active means inhibition above about 40%
FBA Mtb inh: inhibits M. tuberculosis FBA enzyme; P9WQA3; purified M. tuberculosis FBA, fluorescence read-out; inhibition, % at 1 µM; hit rate 2.3% among 360,000; in the data active means inhibition above about 27%;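 further: 0% = vehicle and 100% = reference inhibitor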
GDH-TPI inh: GDH-TPI coupled enzyme inhibition counter-screen; GDH-TPI coupled enzyme counterscreen, NADH absorbance; inhibition, % at 4.8 µM; hit rate 1.2% among 360,000; in the data active means inhibition above about 30%;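 further: 0% = DMSO wells and 100% = wells lacking the enzyme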
Mtb UGM inh: inhibitors of M. tuberculosis UDP-galactopyranose mutase. P9WIQ1. inhibition, % at 10 µM. hit rate 0.06% among 320,000. purified UGM, fluorescence polarization probe displacement; in the data active means inhibition above about 10%, passing the limit was not always enough
Target sequence (P9WIQ1 whole entry, looked up): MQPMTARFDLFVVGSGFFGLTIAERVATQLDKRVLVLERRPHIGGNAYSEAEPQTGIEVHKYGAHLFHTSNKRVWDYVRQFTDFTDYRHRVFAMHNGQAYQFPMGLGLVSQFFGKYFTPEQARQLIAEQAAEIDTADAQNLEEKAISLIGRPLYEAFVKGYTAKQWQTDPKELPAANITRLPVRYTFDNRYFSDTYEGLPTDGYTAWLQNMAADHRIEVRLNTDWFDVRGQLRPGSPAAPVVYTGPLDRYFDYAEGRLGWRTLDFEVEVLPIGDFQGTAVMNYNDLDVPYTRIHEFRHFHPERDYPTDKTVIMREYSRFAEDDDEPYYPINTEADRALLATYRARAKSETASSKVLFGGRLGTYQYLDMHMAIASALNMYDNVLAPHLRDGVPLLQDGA
3CLpro inhibitor: SARS-CoV 3CLpro protease inhibition | inhibition, % at 6 µM | hit rate 0.14% among 290,000 | AID 1706 | recombinant SARS-CoV 3CLpro, quenched FRET peptide cleavage | P0C6X7; in the data active means inhibition above about 12%
Vc quorum ag: induces V. cholerae light production without autoinducers; V. cholerae BH1578 lux reporter, luminescence, 6 h; activation, % at 18.7 µM; hit rate 0.16% among 350,000; AID 588436; in the data active means activation mostly above about 9.7%, no sharp cut-off; further: not every result past the cut was called active; inactives centre near 0; reference of the scale not given here
Rv3671c protease: Rv3671c (M. tuberculosis) protease inhibition; P9WHR9; inhibition, % at 5.96 µM; hit rate 0.048% among 320,000; AID 2606; in the data active means inhibition above about 38%;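 further: extracellular domain of Rv3671c used as enzyme; 0% = enzyme with DMSO and 100% = no enzyme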
SSB-PriA inh: blocks PriA binding to SSB C-terminal tail; AlphaScreen SSBct-PriA binding, biotinylated peptide; inhibition, % at 33 µM; hit rate 0.6% among 430,000; in the data active means inhibition mostly above about 37%, no sharp cut-off; inactive means mostly below about 20%;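 further: plate controls were negative control peptide for no effect and reference peptide for full effect; strong numbers were not always called active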
MazF activator: activators of E. coli MazEF toxin-antitoxin RNase | FAM/BHQ RNA-DNA oligo cleavage fluorescence, 5 h | AID 504720 | P0AE70 | hit rate 0.32% among 350,000 | activation, % at 20 µM; in the data active means activation above about 50%
Target sequence (P0AE70 whole entry, looked up): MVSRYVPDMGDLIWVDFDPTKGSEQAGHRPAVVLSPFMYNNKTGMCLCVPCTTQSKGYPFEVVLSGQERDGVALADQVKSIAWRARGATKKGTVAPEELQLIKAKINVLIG
The depositor's hits bear a star; i = inactive; nt = no result given. A portion of the library; rates above refer to the full screens.

Sample of the layout, 13 compounds:
SMILES	VHR inh abs	Mtb BioA inh	FBA Mtb inh	GDH-TPI inh	Mtb UGM inh	3CLpro inhibitor	Vc quorum ag	Rv3671c protease	SSB-PriA inh	MazF activator
Cc1onc(-c2c(F)cccc2Cl)c1C(=O)Nc1sc2c(c1C(N)=O)CCC2	10	-0.5	0	19	2.4	-5	-0.2	-7	-7	-8
CC(C)CN1CCC(C(=O)NC(c2ccc(F)cc2)c2ccc3ccccc3n2)CC1 (configuration not stated)	nt	-0.6	-3	-2	nt	nt	-0.6	nt	nt	nt
CCN(CC(=O)Nc1ccccc1C(F)(F)F)C(=O)c1ccc(=O)n(Cc2ccccc2)n1	32	0.6	3	3	-4.9	3	0.5	-6	4	5
C=CCn1c(CNC(=O)c2cccs2)nnc1SCC(=O)Nc1ccc(C(=O)O)cc1	-18	-0.5	-1	3	1.2	-7	-1.4	5	7	8
CCN1CCN(c2nc3ccccn3c(=O)c2C=O)CC1	9	-1.1	8	19	-1.4	-3	i	-1	-6	-4
Cc1onc(-c2ccccc2)c1C(=O)N1CCOC12CCN(c1cccc(F)n1)CC2	9	1.4	1	-1	4.6	-1	-0.1	-5	-1	7
Cc1ccccc1-c1nsc(SCC(=O)c2ccc(Cl)cc2)n1	21	nt	-4	0	-0.1	4	-0.4	-3	-11	0
O=C(NCCS(=O)(=O)N1CCN(c2ccccc2F)CC1)c1cccc(Br)c1	-2	-1.6	-1	-7	-0.6	-1	-0.6	-2	-7	2
Cc1cccc2[nH]c(CN(C)C(=O)C3CCC(=O)N(CCc4ccccc4)C3)nc12 (configuration not stated)	14	0.5	1	-8	4.7	5	i	0	-13	1
COCCNC(=O)CCn1nc(-c2ccc(Cl)cc2)ccc1=O	-3	0.2	4	-7	1.2	-2	i	-2	-9	-3
Cc1ccc(C(=O)N2CCSC2=S)cc1	23	-0.1	-4	0	2.1	0	i	-11	-8	2
Cc1csc(N2C(=O)C3C4CCC(O4)C3C2=O)n1 (configuration not stated)	nt	nt	-2	-2	nt	nt	i	nt	-7	6
Cc1cc(C)nc(NC(=O)CSc2nc3ccccc3s2)n1	-4	3.1	0	14	1.3	-4	-0.2	4	-5	8

The whole of this part (from the top)
SMILES	VHR inh abs	Mtb BioA inh	FBA Mtb inh	GDH-TPI inh	Mtb UGM inh	3CLpro inhibitor	Vc quorum ag	Rv3671c protease	SSB-PriA inh	MazF activator
Cc1onc(-c2c(F)cccc2Cl)c1C(=O)Nc1sc2c(c1C(N)=O)CCC2	10	-0.5	0	19	2.4	-5	-0.2	-7	-7	-8
CC(C)CN1CCC(C(=O)NC(c2ccc(F)cc2)c2ccc3ccccc3n2)CC1 (configuration not stated)	nt	-0.6	-3	-2	nt	nt	-0.6	nt	nt	nt
CCN(CC(=O)Nc1ccccc1C(F)(F)F)C(=O)c1ccc(=O)n(Cc2ccccc2)n1	32	0.6	3	3	-4.9	3	0.5	-6	4	5
C=CCn1c(CNC(=O)c2cccs2)nnc1SCC(=O)Nc1ccc(C(=O)O)cc1	-18	-0.5	-1	3	1.2	-7	-1.4	5	7	8
CCN1CCN(c2nc3ccccn3c(=O)c2C=O)CC1	9	-1.1	8	19	-1.4	-3	i	-1	-6	-4
Cc1onc(-c2ccccc2)c1C(=O)N1CCOC12CCN(c1cccc(F)n1)CC2	9	1.4	1	-1	4.6	-1	-0.1	-5	-1	7
Cc1ccccc1-c1nsc(SCC(=O)c2ccc(Cl)cc2)n1	21	nt	-4	0	-0.1	4	-0.4	-3	-11	0
O=C(NCCS(=O)(=O)N1CCN(c2ccccc2F)CC1)c1cccc(Br)c1	-2	-1.6	-1	-7	-0.6	-1	-0.6	-2	-7	2
Cc1cccc2[nH]c(CN(C)C(=O)C3CCC(=O)N(CCc4ccccc4)C3)nc12 (configuration not stated)	14	0.5	1	-8	4.7	5	i	0	-13	1
COCCNC(=O)CCn1nc(-c2ccc(Cl)cc2)ccc1=O	-3	0.2	4	-7	1.2	-2	i	-2	-9	-3
Cc1ccc(C(=O)N2CCSC2=S)cc1	23	-0.1	-4	0	2.1	0	i	-11	-8	2
Cc1csc(N2C(=O)C3C4CCC(O4)C3C2=O)n1 (configuration not stated)	nt	nt	-2	-2	nt	nt	i	nt	-7	6
Cc1cc(C)nc(NC(=O)CSc2nc3ccccc3s2)n1	-4	3.1	0	14	1.3	-4	-0.2	4	-5	8
O=C(c1ccccc1F)N1CCN(S(=O)(=O)c2ccc(Br)cc2)CC1	14	-0.8	0	9	-0.6	-1	i	-5	3	9
COc1ccc(C(=O)NCC(=O)NCc2ccc3c(c2)OCO3)cc1[N+](=O)[O-]	nt	-0.5	0	3	nt	nt	4.5	nt	nt	6
CCOC(=O)C1=C(c2ccccc2)N=C2SCC(=O)N2C1c1ccc(OC)c(OC)c1 (configuration not stated)	14	-1.4	1	12	-1.8	3	nt	-1	-15	-11
CC(=O)N1CCOc2ccc(S(=O)(=O)NC[C@H]3O[C@@H](n4ccc(N)nc4=O)[C@H](O)[C@@H]3O)cc21	nt	0.6	-4	0	nt	nt	-0.5	nt	nt	0
C/C=C(\C)C(=O)OC1CC(C)(C)C[C@H]2C3=CC[C@@H]4[C@@]5(C)CCC(O[C@@H]6O[C@@H](C(=O)O)[C@@H](O)C(O[C@@H]7OC[C@H](O)[C@@H](O)[C@@H]7O[C@@H]7OC(CO)C(O)[C@@H](O)[C@@H]7O)C6O[C@@H]6OC(CO)C(O)C(O)C6O)[C@@](C)(CO)[C@@H]5CC[C@]4(C)[C@]3(C)CC(O)[C@@]12CO (some centres not stated)	nt	2.7	-3	-12	-0.3	nt	i	-1	10	4
Cc1cccc(C)c1NC(=O)N1CCC(N2CCCCC2)CC1	19	-0.3	1	10	0.2	5	i	0	-22	-5
CC(=O)C1=C(O)C(=O)N(Cc2ccccc2)C1c1cccs1 (configuration not stated)	3	-0.3	1	31*	1.4	-2	i	6	-15	-3

Laid out differently: results already given
smiles,VHR inh abs,Mtb BioA inh,FBA Mtb inh,GDH-TPI inh,Mtb UGM inh,3CLpro inhibitor,Vc quorum ag,Rv3671c protease,SSB-PriA inh,MazF activator
CCN1CCN(c2nc3ccccn3c(=O)c2C=O)CC1,9,-1.1,8,19,-1.4,-3,i,-1,-6,-4
Cc1onc(-c2ccccc2)c1C(=O)N1CCOC12CCN(c1cccc(F)n1)CC2,9,1.4,1,-1,4.6,-1,-0.1,-5,-1,7

Additional records:
SMILES	VHR inh abs	Mtb BioA inh	FBA Mtb inh	GDH-TPI inh	Mtb UGM inh	3CLpro inhibitor	Vc quorum ag	Rv3671c protease	SSB-PriA inh	MazF activator
O=c1c2[nH]c3ccccc3c2ncn1C1CCCCC1	4	nt	6	10	2.3	1	i	-1	-16	6
CC1CCN(S(=O)(=O)c2ccc(C(=O)Nc3nnc(C4CC4)o3)cc2)CC1	8	-1.5	-3	6	3.7	0	-0.2	3	-4	2
O=C(O)c1cn(-c2ccccc2)nc1C(=O)O	12	0.2	2	-6	1.6	-4	i	-5	-16	0
CC(C)NC(=O)NC(=O)COC(=O)c1ccc(S(=O)(=O)Nc2ccccc2)cc1	17	nt	1	0	-0.1	3	i	-1	-8	-6
Cc1cc(-n2c(C)cc(C(=O)CN3C(=O)C(=O)N(C)C3=O)c2C)no1	nt	-0.4	1	-4	-0.8	nt	i	-2	5	5
CCOc1ccc(OCC)c(NC(=O)CSc2nc3c(c(=O)n(C)c(=O)n3C)n2CC)c1	15	-1.3	1	4	3.9	-2	-1.8	-1	-27	-5
